Assay outcomes (PubChem BioAssay)
TIM10 inh = growth inhibitors of isogenic TIM10 control yeast, primary screen, counter-screen for tim10-1 yeast inhibitor project, luminescence, uHTS; S. cerevisiae TIM10 strain growth, BacTiter-Glo luminescence, 24 h; inhibition, % at 10 µM; 330,000 compounds, 1.4% hits; AID 463195, 2010;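 active means inhibition of 40% or more at the single tested concentration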;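 further: wild-type TIM10 isogenic control strain grown at permissive 25 °C; 0% = DMSO yeast wells and 100% = minimal medium wells without yeast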
tim23-1 inh = growth inhibitors of tim23-1 mutant yeast, primary screen, luminescence, uHTS | S. cerevisiae tim23-1 growth, BacTiter-Glo luminescence, 24 h | AID 463212, 2010 | inhibition, % at 20 µM | 330,000 compounds, 1.3% hits;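 active means growth inhibition of the mutant yeast at or above 50%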;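 further: temperature-sensitive mutant grown at 25 °C; plate controls were DMSO-treated mutant yeast for no effect and medium wells lacking yeast for full effect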
MPTP block = mitochondrial permeability transition pore inhibitors, primary screen, biochemical, isolated mouse mitochondria, absorbance; Ca2+ swelling absorbance, 30 min; inhibition, % at 10 µM; 360,000 compounds, 1.4% hits; AID 602449, 2012;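 active means inhibition of 50% or more, scaled per plate between neutral and stimulator controls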;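 further: 0% = DMSO wells given calcium and 100% = 1 mM EGTA wells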
GRIN3A LBD mod = binders of NR3A ligand-binding domain, primary screen, biophysical, differential scanning fluorimetry, uHTS; NR3A LBD differential scanning fluorimetry, Tm shift; 0% = protein alone, 100% = glycine-bound protein; Tm shift relative to glycine control, % at 25 µM; Glutamate receptor ionotropic, NMDA 3A (GRIN3A) ligand-binding domain; AID 1259313, 2017; 340,000 compounds, 2.5% hits;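 active means melting temperature shift of at least 10% of the positive control shift, at one fixed dose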
APJ antagonist = antagonists of human apelin receptor APJ, primary screen, CHO-K1 cells, beta-arrestin complementation, luminescence; AID 2521, 2010; P35414; inhibition, % at 20 µM; 330,000 compounds, 0.32% hits;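 active means inhibition above about 40% at 20 µM, limit read from the data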;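 further: cells challenged with 10 nM apelin-13 agonist together with compound; plate controls were apelin-13 plus DMSO wells for no effect and DMSO wells lacking apelin-13 for full effect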
Target sequence (P35414 whole entry, looked up): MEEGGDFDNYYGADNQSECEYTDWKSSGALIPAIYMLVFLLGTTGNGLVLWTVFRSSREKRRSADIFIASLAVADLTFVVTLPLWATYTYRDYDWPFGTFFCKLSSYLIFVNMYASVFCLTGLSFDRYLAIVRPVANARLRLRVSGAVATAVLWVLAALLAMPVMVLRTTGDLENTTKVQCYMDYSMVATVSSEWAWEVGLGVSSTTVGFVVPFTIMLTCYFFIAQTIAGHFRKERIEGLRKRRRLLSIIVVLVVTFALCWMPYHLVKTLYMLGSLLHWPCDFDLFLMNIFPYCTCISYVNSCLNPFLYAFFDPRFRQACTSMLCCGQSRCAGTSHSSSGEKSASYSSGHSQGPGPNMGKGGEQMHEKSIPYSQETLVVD
APJ ag = agonists of human apelin receptor APJ, primary screen, CHO-K1 cells, PathHunter beta-arrestin, luminescence; 0% DMSO wells, 100% apelin; activation, % at 20 µM; 330,000 compounds, 0.11% hits; AID 2520, 2010;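 active means activation more than six SD over the plate average, tested at 20 µM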;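 further: 0% = DMSO alone and 100% = apelin-13 at 10 nM; some results filed as inactive read as strong as hits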
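Assay system – PathHunter CHO-K1 APJ (AGTRL-1) beta-arrestin reporter cells · Compound – one dose, 20 µM compound, 1% DMSO · Timing – compound 90 min 25 °C, reagent 1 h · Measured by – luminescence from split beta-galactosidase complementation, Galacton Star/Emerald II substrate · Measure – beta-arrestin recruitment to APJ as agonist activity, luminescent signal · Benchmarks – DMSO vs Apelin-13 10 nM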
beta cell repl = inducers of MIN6 beta-cell proliferation, primary screen, ATP luminescence, uHTS; 330,000 compounds, 0.29% hits; MIN6 cells proliferation, ATPlite luminescence, 48 h; cells starved in 0.2% serum; 100% = growth in 10% serum; proliferation, % at 10 µM; AID 2380, 2010;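 active means compounds whose signal lies at least 3.5 SD above the mean of all wells on their plate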;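 further: 0% = DMSO-treated cells in low-serum medium and 100% = 10% serum control; some compounds called inactive have numbers as strong as hits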
tim10-1 inh = growth inhibitors of tim10-1 mutant yeast, primary screen, luminescence, uHTS; S. cerevisiae tim10-1 ts strain growth, BacTiter-Glo, 24 h; inhibition, % at 20 µM; 330,000 compounds, 2.2% hits; AID 463190, 2010;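 active means inhibition of at least 40%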;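 further: mutant grown at 25 °C; 0% = DMSO wells with yeast and 100% = wells holding no yeast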
NLRP3 yeast inh = NALP3 inflammasome inhibitors in reconstituted yeast, primary screen, luminescence, uHTS | Yeast reconstituted NLRP3/ASC/caspase-1, beta-gal luminescence, 24 h | inhibition, % at 10 µM | 330,000 compounds, 0.39% hits;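 active means inhibition of 50% or more; inactive means inhibition below 50%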;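 further: plate controls were induced DMSO wells for no effect and uninduced yeast grown without galactose for full effect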
An asterisk follows results filed as active; / = not tested or not shown.

SMILES	TIM10 inh	tim23-1 inh	MPTP block	GRIN3A LBD mod	APJ antagonist	APJ ag	beta cell repl	tim10-1 inh	NLRP3 yeast inh
CCOC(=O)C1=C(C)NC2=C(C1c1ccc([N+](=O)[O-])cc1)S(=O)(=O)c1ccccc12 (stereo not drawn)	14	21	37	-1	-9	7	-5	31	10
COc1ccc(C(=O)N2CCSC2=S)cc1OC	5	33	2.7	-3	-24	-1	-4	17	0
CSc1nsc(SCC(=O)Nc2ccc(C(C)=O)cc2)n1	7	16	-0.2	-1	-10	-5	-1	8	-9
O=C(CSc1nc(-c2ccco2)cc(C(F)(F)F)n1)NCCCN1CCOCC1	-5	6	-0.5	-2	14	-2	-1	2	10
Cc1cc(C)c(NC(=O)C2CCCN2CCO)c(C)c1 (stereo not drawn)	-9	13	-2.4	-1	14	-4	-1	6	19
CCC(C)Oc1nc2c(c(=O)n(C)c(=O)n2C)n1C (stereo not drawn)	5	19	-0.2	-1	11	-3	-2	-21	3
Cc1ccccc1CSCCNC(=O)c1ccc(Cl)c(S(=O)(=O)N2CCOCC2)c1	-15	22	-2.9	-5	-14	-3	0	28	9
O=C(c1cnn(C(=O)c2cccc(S(=O)(=O)N3CCOCC3)c2)c1)c1cc(Cl)cc(Cl)c1O	13	6	/	-6	17	-3	-2	-13	-17
O=C(CNS(=O)(=O)c1cccs1)Nc1ccc2c(c1)OCCO2	-9	-3	0.1	-4	10	0	-2	0	-5
N#Cc1ccc(C(=O)NCCCSc2ccccc2)cc1	-3	-3	-0.4	-3	13	-1	0	-23	29
O=S(=O)(c1ccc2c(c1)OCCO2)N1CCN(c2ncnc3sccc23)CC1	-10	24	103*	-1	3	0	-5	23	27
Cc1cccc(NC(=O)N(Cc2cc3cc(C)ccc3[nH]c2=O)CC2COCCO2)c1 (stereo not drawn)	-7	11	0.0	1	4	-2	3	4	-5
COc1cc(CC(=O)Nc2ccc3nc(SC)sc3c2)cc(OC)c1OC	6	23	6.8	0	-16	-4	1	2	4
CCC1C(=O)CC(c2ccco2)NC1c1ccco1 (stereo not drawn)	-4	2	-0.1	0	14	-3	-3	-5	-2
Cc1cccc(-n2ncc3c(N4CCC(C)CC4)ncnc32)c1	-1	28	0.8	2	-8	-4	-1	22	23
CN(C)/C=C/C(=O)c1cnc2sccn2c1=O	-5	2	-1.2	0	-6	-2	0	-4	2
O=C1N=C(N2CCOCC2)CS1	14	7	0.1	2	0	2	1	5	1
CC1CCN(S(=O)(=O)c2ccc(C(=O)Nc3ccccc3-c3nc4ccccc4[nH]3)cc2)CC1	6	-4	94*	31*	-17	-1	0	11	11
COc1ccc(-c2cnnn2-c2ccc([N+](=O)[O-])cc2)cc1	13	10	-1.3	2	5	2	-1	8	32
CCOC(=O)CCc1c(C)nc(SCCCn2c(=O)[nH]c3ccccc32)c(C#N)c1C	-8	3	2.8	-25	-7	4	-2	17	9
O=C(NCCCn1ccnc1)c1ccc2c(c1)OCCO2	1	-5	-0.2	-1	-7	1	1	0	-9
CC1=CN2C(=N)/C(=C/c3ccco3)C(=O)N=C2S1	8	17	-1.0	-1	9	1	0	6	17
Cn1c(N)c(C(=O)COC(=O)CCc2nc3ccccc3s2)c(=O)n(C)c1=O	-2	-8	1.8	-2	33	-2	1	12	-3
Cc1nn(-c2ccc(C(=O)O)cc2)c(C)c1Oc1ccccc1O	-8	0	-0.1	2	-14	-2	-3	-19	13
CC(Oc1ccccc1)C(=O)Nc1ccc(S(=O)(=O)N2CCOCC2)cc1 (stereo not drawn)	6	15	-0.4	0	-18	2	-2	2	13

Three records drawn at random from the list so far:
SMILES	TIM10 inh	tim23-1 inh	MPTP block	GRIN3A LBD mod	APJ antagonist	APJ ag	beta cell repl	tim10-1 inh	NLRP3 yeast inh
COc1cc(CC(=O)Nc2ccc3nc(SC)sc3c2)cc(OC)c1OC	6	23	6.8	0	-16	-4	1	2	4
CC(Oc1ccccc1)C(=O)Nc1ccc(S(=O)(=O)N2CCOCC2)cc1 (stereo not drawn)	6	15	-0.4	0	-18	2	-2	2	13
O=C(CSc1nc(-c2ccco2)cc(C(F)(F)F)n1)NCCCN1CCOCC1	-5	6	-0.5	-2	14	-2	-1	2	10

(list continues)
SMILES	TIM10 inh	tim23-1 inh	MPTP block	GRIN3A LBD mod	APJ antagonist	APJ ag	beta cell repl	tim10-1 inh	NLRP3 yeast inh
Cc1ccc2cc(CN(CCN3CCCC3)C(=O)Nc3ccc(F)cc3)c(=O)[nH]c2c1C	-25	-17	-0.1	0	-1	0	-6	-10	-2
OCC1(CCc2ccccc2)CCCN(C/C=C/c2ccccc2)C1 (stereo not drawn)	8	1	1.0	-1	16	-2	-5	22	8
Cc1ccc(S(=O)(=O)CCC(=O)O)cc1C	-1	0	-0.6	0	-3	-4	-3	8	-8
S=C(NC1CCCCC1)N1CCOCCOCCN(C(=S)NC2CCCCC2)CCOCCOCC1	24	37	4.0	-2	13	-4	-2	30	0
Cc1ccccc1OCc1nc2ccccc2c(=O)n1/N=C/c1cn[nH]c1-c1ccc(Br)cc1	11	14	4.9	26*	-9	1	0	9	7
Cc1cc(C(=O)N/N=C/C=C/c2cccc([N+](=O)[O-])c2)n[nH]1	12	6	2.4	-8	-11	0	-1	12	12
Cc1ccc(C(=O)Nc2nnc(CC(=O)N/N=C/c3ccncc3)s2)cc1	-12	-23	-0.7	-5	6	0	-3	16	-9
O=C(O)c1ccc(S(=O)(=O)N2CCSCC2)cc1	9	12	-0.9	0	9	-2	-1	0	5
c1ccc(-n2nnnc2Cc2nnnn2-c2ccccc2)cc1	6	18	-4.8	8	-5	2	1	27	9
CCc1cccc(N(C(=O)c2csnn2)C(C(=O)NC2CCCCC2)c2ccncc2)c1 (stereo not drawn)	-7	8	-0.8	-2	10	-1	3	14	9
Nc1nc(Nc2cccc(C(F)(F)F)c2)nc(C(F)(F)F)n1	39	42	1.3	-3	-14	-2	5	44*	17
COc1ccc(NC(=O)CSc2nnc(C3CC3)n2-c2ccccc2)cc1	16	6	-1.1	0	7	-4	1	19	0
Clc1ccccc1CN1CCN(/N=C/C=C/c2ccco2)CC1	-4	17	1.3	0	1	-3	-3	21	-4
COc1ccc(NC(=O)c2ccccc2-c2ccccc2C(=O)O)cc1	3	8	-0.5	-1	18	-3	0	0	14
N#Cc1ccccc1Cn1c(=O)n(Cc2ccc(C(=O)NCc3ccco3)cc2)c(=O)c2ccccc21	-9	-2	5.0	1	-4	0	0	-1	23
CCOC(=O)c1nc(C)nc(Sc2n[nH]c(-c3ccc(C(C)(C)C)cc3)n2)c1C	20	27	2.6	-3	-22	-1	-3	23	5
COC(=O)[C@]1(Cc2ccccc2)N[C@H](CN(C)C(=O)Nc2ccccc2)[C@@H]2C(=O)N(Cc3ccccc3)C(=O)[C@@H]21	-3	-10	1.0	1	-1	-4	-3	-1	19
CCOC(=O)C1(Cc2ccccc2C(F)(F)F)CCN(C2CCC2)CC1	-5	4	-1.4	0	8	-3	-5	-6	28
O=[N+]([O-])c1ccc(N(CCO)Cc2ccccc2)c([N+](=O)[O-])c1	-9	8	0.6	3	-2	-4	-2	-7	17
Cc1cc(OCC(=O)Nc2ccc(CCO)cc2)c2c(C)c(C)c(=O)oc2c1	-3	-1	-1.6	-3	5	3	-3	-2	17
CC(OC(=O)C1CC(=O)N(Cc2ccccc2)C1)C(=O)Nc1ccccc1[N+](=O)[O-] (stereo not drawn)	-2	8	-1.3	-2	-42	-1	-4	22	2
CCOC(=O)N1CCN(Cc2nc(N)nc(Nc3ccc(OCC)cc3)n2)CC1	4	3	-1.5	0	-20	-3	2	9	14
CC(C)CN(C(=O)CSc1nncn1C)C1CCS(=O)(=O)C1 (stereo not drawn)	3	-4	0.0	-1	-13	-3	1	-15	8
COc1ccc(-c2nnc(S/C(=C/c3ccc(Cl)cc3)C(=O)O)o2)cc1	-50	-3	-0.2	2	-4	-1	-2	1	17
Fc1ccc(NCc2cn3ccccc3n2)cc1	-1	-4	0.8	1	13	-3	-2	-4	25
The list continues:
SMILES	TIM10 inh	tim23-1 inh	MPTP block	GRIN3A LBD mod	APJ antagonist	APJ ag	beta cell repl	tim10-1 inh	NLRP3 yeast inh
O=C1OC(c2ccc(F)cc2)=N/C1=C\c1ccc(Br)o1	-12	39	-0.8	-1	6	-2	2	0	2
O=C(COc1ccc2oc3c(c2c1)CCCC3)Nc1ccccn1	-3	2	0.0	1	-2	7	-3	4	16
COC(=O)C(Cc1ccc(O)cc1)NC(=O)NC12CC3CC(CC(C3)C1)C2 (stereo not drawn)	4	8	0.3	-1	-19	0	-4	-7	-7
O=C(NCc1ccccn1)C1CCC(=O)N1C1CCCC1 (stereo not drawn)	1	12	0.4	-2	-69	-3	-4	-7	18
COCC(=O)Nc1nnc(-c2cccs2)s1	6	9	-1.2	-1	7	-2	3	19	12
COCCN1C(=O)N[C@@H](c2ccccc2)[C@H](C(C)=O)[C@H]1C	-6	15	0.4	-3	1	-1	-2	-7	26
Cc1c(Nc2nc(C(F)(F)F)nc3ccccc23)c(=O)n(-c2ccccc2)n1C	-7	24	0.9	-4	-6	-4	-4	-4	18
Cc1cc(C)c(S(=O)(=O)N2CCOC2CNC(=O)C(=O)NCCN(C)C)c(C)c1 (stereo not drawn)	-4	-11	-0.5	-2	-9	-1	4	-10	-5
CN1CCN(NC(=O)CN2C(=O)/C(=C/c3c(Cl)cccc3Cl)SC2=S)CC1	6	9	-0.9	-2	-11	5	0	6	14
N/C(=N\OC(=O)c1cc(Cl)ccc1Cl)c1ccncc1	9	14	2.5	-6	-45	5	2	27	-14
COc1cccc(OC)c1C(=O)NCCOc1cc(C)cc(C)c1	9	1	-0.5	0	-1	-3	-2	-16	28

Given as comma-separated lines: six of the compounds above.
Molecule,TIM10 inh,tim23-1 inh,MPTP block,GRIN3A LBD mod,APJ antagonist,APJ ag,beta cell repl,tim10-1 inh,NLRP3 yeast inh
COCC(=O)Nc1nnc(-c2cccs2)s1,6,9,-1.2,-1,7,-2,3,19,12
COCCN1C(=O)N[C@@H](c2ccccc2)[C@H](C(C)=O)[C@H]1C,-6,15,0.4,-3,1,-1,-2,-7,26
Cc1c(Nc2nc(C(F)(F)F)nc3ccccc23)c(=O)n(-c2ccccc2)n1C,-7,24,0.9,-4,-6,-4,-4,-4,18
Cc1cc(C)c(S(=O)(=O)N2CCOC2CNC(=O)C(=O)NCCN(C)C)c(C)c1 (stereo not drawn),-4,-11,-0.5,-2,-9,-1,4,-10,-5
CN1CCN(NC(=O)CN2C(=O)/C(=C/c3c(Cl)cccc3Cl)SC2=S)CC1,6,9,-0.9,-2,-11,5,0,6,14
N/C(=N\OC(=O)c1cc(Cl)ccc1Cl)c1ccncc1,9,14,2.5,-6,-45,5,2,27,-14
